NTR1 ag: agonists of NTR1, primary screen, imaging, U2OS cells, beta-arrestin-GFP, high content (AID 493036); P30989; NTR1-U2OS beta-arrestin-GFP spot imaging, agonist mode; activation, % at 20 µM; 330,000 compounds, 0.17% hits;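 active means activation at or above 40% of the spot to cytoplasm intensity ratio, with at least 20 cells analyzed; inconclusive means wells under 20 cells, flagged as cytotoxic or low count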;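 further: 0% = DMSO without peptide and 100% = 100 nM NTR1 peptide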
Target sequence (P30989 whole entry, looked up): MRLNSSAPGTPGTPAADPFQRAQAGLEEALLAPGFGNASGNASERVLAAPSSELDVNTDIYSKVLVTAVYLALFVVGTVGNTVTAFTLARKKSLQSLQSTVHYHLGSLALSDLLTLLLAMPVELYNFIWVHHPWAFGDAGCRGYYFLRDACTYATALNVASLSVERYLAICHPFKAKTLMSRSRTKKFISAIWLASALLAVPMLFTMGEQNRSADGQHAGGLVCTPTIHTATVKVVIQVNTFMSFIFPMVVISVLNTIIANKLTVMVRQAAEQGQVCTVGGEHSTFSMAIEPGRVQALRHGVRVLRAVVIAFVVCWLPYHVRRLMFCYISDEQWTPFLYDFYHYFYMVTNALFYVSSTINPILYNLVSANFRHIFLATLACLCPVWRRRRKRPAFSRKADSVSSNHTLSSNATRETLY
UTI89 phage lysis: inhibition of K1F phage lysis, E. coli UTI89, bacterial capsule biogenesis inhibitors, alamar blue (AID 488966). E. coli UTI89 K1F phage lysis, alamar blue, 2 h; higher % means a stronger effect. 340,000 compounds, 0.02% hits. inhibition, % at 100 µM; hits with a dose series show IC50 in µM;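 active means phage lysis inhibition, versus mean bacterial control, above a set limit; inconclusive means no clear call, values can overlap the other calls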;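 further: capsule biogenesis inhibitors block K1F phage lysis so surviving cells raise fluorescence; higher fluorescence means more inhibition of phage lysis; actives were called in the ten point dose series up to 300 µM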
NS5 inhibitors: flavivirus cap methylation enzyme inhibition – biochemical, confirmation dose response, primary screen (AID 588689); inhibition, % at 25 µM, or IC50 in µM where a hit was titrated; Dengue-2 NS5 methyltransferase capping enzyme assay, biochemical; higher % means a stronger effect; 340,000 compounds, 0.3% hits; in the data active means a potency from the dose series; inconclusive means inhibition above about 29% without an active follow-up result
West Nile antiviral: inhibition of WNV-induced cytopathic effect – cell-based, CPE readout (AID 1621) | one-dose CPE inhibition, % at 10 µM; IC50 in µM for titrated hits | 290,000 compounds, 0.02% hits | West Nile virus-infected cells, CPE inhibition; higher % means a stronger effect; in the data active means a potency from the dose series; inconclusive means CPE inhibition mostly from about 3.7% at the one dose, without a potency; inactive means the rest, 99 in 100 with CPE inhibition below about 2.2%; further: strong numbers were not always called active
SIAH1 antagonists: blockers of Siah-1 interaction with plectin peptide – biochemical, fluorescence polarization, rhodamine-plectin, uHTS, primary screen (AID 1817); Siah-1 / rhodamine-plectin peptide fluorescence polarization; higher % means a stronger effect; 290,000 compounds, 0.02% hits; displacement, % at 20 µM; hits with a dose series show IC50 in µM;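 active means displacement of at least 50% at 20 µM, with a fluorescence ratio check between 0.3 and a set limit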;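 further: plate controls were Siah plus tracer with DMSO for no effect and tracer alone without Siah for full effect; strong numbers were not always called active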
RSV antiviral HEp-2: inhibition of RSV-induced cytopathic effect – HEp-2 cells, primary 10 µM value included (AID 2391). HEp-2 cells, RSV-induced CPE inhibition; higher % means a stronger effect. CPE inhibition, % at 10 µM; hits with a dose series show IC50 in µM. 310,000 compounds, 0.13% hits; in the data active means a potency from the dose series; inconclusive means CPE inhibition mostly from about 23% at the one dose, without a potency; inactive means the rest, 99 in 100 with CPE inhibition below about 21%; further: strong numbers were not always called active
AID2073: disruptors of CaV2.2 binding to Mint1 – biochemical, HTRF (AID 2073). HTRF protein-protein interaction, Mint1-CaV2.2; higher % means a stronger effect. inhibition, % at 20 µM, or IC50 in µM where a hit was titrated. 290,000 compounds, 0.19% hits; in the data active means inhibition mostly above about 51%, no sharp cut-off; inconclusive means no clear call, values can overlap the other calls; inactive means mostly below about 53%; further: some results filed as inactive read as strong as hits
Rac1 GTP hydrolysis: MgcRacGAP GTPase-activating activity inhibitors, confirmation, biochemical, ADP Hunter fluorescence | 340,000 compounds, 0.6% hits | one-dose inhibition, % at 30 µM; IC50 in µM for titrated hits | MgcRacGAP-stimulated Rac1 GTP hydrolysis, ADP Hunter fluorescence; higher % means a stronger effect; GST-tagged Rac1 F28L mutant substrate;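 active means first-screen hits whose inhibition reached a set limit at any dose in the follow-up dose series; inconclusive means inhibition above the set first-screen limit but never retested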;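 further: fluorescence reports GDP produced by GAP-driven GTP hydrolysis; strong numbers were not always called active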
SV40 large T antigen: TAg ATPase/helicase activity blockers – biochemical (AID 1903). SV40 large T antigen ATPase/helicase inhibition assay; higher % means a stronger effect. inhibition, % at 20 µM, or IC50 in µM where a hit was titrated. 310,000 compounds, 0.39% hits; in the data active means a potency from the dose series; inconclusive means inhibition mostly from about 32% at the one dose, without a potency; inactive means the rest, 99 in 100 with inhibition below about 32%; further: strong numbers were not always called active
NTR1 ag cell count 20 µM: also measured in NTR1 ag; calls as there; cell count; measured here: cell count, cytotoxicity flag
NS5 inhibitors pilot replicate: second read-out of NS5 inhibitors, no call of its own (marks repeat the call); inhibition, %; measured here: pilot screen replicate inhibition
Active calls of the source: *; i = inactive; ? = inconclusive; / = not tested or not shown; [ ] = another dose, or the depositor's remark.

SMILES	NTR1 ag	NTR1 ag cell count 20 µM	UTI89 phage lysis	NS5 inhibitors	West Nile antiviral	SIAH1 antagonists	RSV antiviral HEp-2	AID2073	Rac1 GTP hydrolysis	SV40 large T antigen	others
C/C(CC(=O)Nc1ccc(Cl)cc1Cl)=N\NC(=O)C(=O)NCCO	-1.1	71	0.4%	1%	-0.3%	6%	0.6%	14%	11%	-2%
CCC1=C(OC(=O)N(CC)CC)N2C(=O)OC(=NCC(=O)OC)[C@]2(Cc2ccccc2)[C@H]2C1=CC[C@H]1C(=O)NC(=O)[C@H]12	-4.3	105	-0.6%	2%	-0.2%	0%	0.2%	-18%	6%	4%
O=C(CC(SCCO)c1ccc(F)cc1)c1ccco1 (stereo unspecified)	-1.1	37	1.7%	-19%	0.9%	-6%	1.0%	-5%	11%	8%
CC(C)(C)c1csc(NC(=O)Nc2ccccc2)n1	8.0	42	-0.7%	5%	-0.8%	8%	18%	10%	12%	8%
Cc1cc(CNC(=O)COc2cc(F)ccc2[N+](=O)[O-])c2ccccc2n1	0.7	51	0.4%	-4%	-0.2%	8%	5.1%	0%	1%	8%
CCC(C(N)=NCCc1ccc(OC)c(OC)c1)c1ccccc1 (stereo unspecified)	0.2	88	-0.1%[50 µM]	-5%	-0.3%	0%	0.6%	8%	5%	-1%
C=CCOc1ccc(CN(C)C(=O)CN2C(=O)c3ccccc3C2=O)cc1	-0.4	47	0.0%	-8%	0.6%	0%	0.9%	-4%	3%	6%
O=C(COC(=O)c1n[nH]c(=O)c2ccccc12)NC1CCCCC1	1.3	71	0.5%[50 µM]	2%	/	/	1.5%	/	0%	/
Cc1cccc(N=C(N2CCOCC2)P(=O)(N2CCOCC2)N2CCOCC2)c1	1.1	93	-2.3%	-9%	-0.7%	7%	1.0%	-3%	2%	16%
Cc1cccc(NC(=O)CNc2cc(C)ccc2C)c1	-2.6	89	0.2%	-2%	-1.1%	1%	2.8%	0%	5%	0%
O=C(c1ccc(S(=O)(=O)Nc2ccccc2Cl)cc1)N1CCOCC1	-0.6	66	1.0%[50 µM]	-4%	/	/	0.3%	/	8%	11%
Cc1ccc(CS(=O)(=O)c2ccccc2-c2nnc(-c3ccc(Cl)cc3)o2)cc1	5.0	37	0.3%	-3%	0.0%	7%	4.7%	15%	8%	12%
Cc1nc(NC(=O)CC(C)C)sc1-c1csc(Nc2ccc(Cl)cc2)n1	-2.1	48	0.7%	-10%	0.2%	4%	20%	-12%	4%	8%
CCN1CCN(CCNC(=O)c2ccc(CS(=O)(=O)c3ccccc3C)o2)CC1	0.7	43	-0.1%	8%	0.2%	-2%	2.3%	2%	15%	-1%
COc1ccc(C(=O)Nc2ccnn2C2CCN(C3CCC3)CC2)cc1	-0.6	58	1.3%	6%	0.3%	-3%	-0.7%	13%	4%	3%
O=C(O)CCc1ccc(-c2cccs2)n1CCc1ccccc1	0.1	48	-0.3%	8%	-0.2%	-5%	1.7%	42%	7%	12%
CC(C)(C)NS(=O)(=O)c1ccc(OCC(=O)NCCC2=CCCCC2)cc1	0.2	66	0.0%	2%	-1.0%	-3%	1.9%	13%	5%	5%	NS5 inhibitors pilot replicate=1.8
O=C(NCc1ccc(F)cc1)C1CCN(S(=O)(=O)N2CCC3(CC2)OCCO3)CC1	1.3	49	3.1%	-6%	-0.6%	-3%	-0.2%	17%	8%	6%
O=C1/C(=C/c2ccc(F)cc2)Oc2cc(OC(=O)N3CCOCC3)ccc21	2.5	45	i	-1%	-1.0%	6%	1.2%	15%	8%	6%
CCN(CC(=O)Nc1ccc(NC(C)=O)cc1)C(=O)c1cccc2ccccc12	-2.7	51	0.3%[50 µM]	2%	/	/	0.0%	/	4%	/
O=C(CCc1nnc2ccc(NCc3ccccc3)nn12)NC1CCCCC1	0.9	61	0.1%	-10%	0.1%	-1%	0.3%	13%	11%	-1%
Cc1cc2nnc(SCC(=O)NC3CCCCC3)n2c(N)n1	-0.2	48	0.3%	-4%	-0.5%	3%	0.7%	-9%	6%	8%
CSC1=N/C(=C\c2ccccc2F)C(=O)S1	-1.8	72	2.6%	-1%	/	1%	1.4%	-4%	10%	5%
O=C1OC(=O)C2C1[C@@H]1CC[C@H]2O1 (stereo partly specified)	2.1	64	4.7%	-7%	-0.3%	-2%	4.5%	0%	2%	6%
Cc1cc(CNC(=O)C2CCC(=O)N(CCc3ccc(Cl)cc3)C2)no1 (stereo unspecified)	1.3	45	-0.1%	-4%	-0.9%	12%	1.7%	1%	12%	5%
CC(=O)Nc1cn(-c2ccccc2)nc1-c1ccccc1	0.5	39	-0.1%	4%	0.7%	2%	-2.2%	0%	7%	8%
COc1cccc(CNC(=O)N2CCN(S(=O)(=O)c3ccc(Cl)cc3)CC2)c1	0.1	46	-0.1%	5%	-0.5%	1%	0.6%	3%	4%	2%
Cc1cc(C)c(OCCOCCN2CCNCC2)c(C)c1	-5.4	85	-0.6%	-4%	0.3%	2%	-0.9%	3%	-5%	7%
CC1CCCCN1C(=O)CN1C(=O)CN(C)C(=O)c2ccccc21 (stereo unspecified)	0.2	64	-2.3%	-5%	0.3%	-5%	0.6%	1%	-1%	-1%
COc1ccc(NC(=O)c2cc(C)cc(C)c2)cc1S(=O)(=O)N1CCCCC1	1.6	82	-0.5%[50 µM]	-2%	/	/	1.3%	/	5%	/
COc1cc(OC)cc(C(=O)NCC(=O)NCCN2C(=O)S/C(=C\c3ccccc3Cl)C2=O)c1	/	/	-0.6%[50 µM]	-5%	/	/	5.6%	/	5%	/
CC1=C(C(=O)Nc2ccc(Br)cc2)C(c2ccco2)NC(=O)N1 (stereo unspecified)	2.1	37	0.5%	-1%	-0.9%	6%	-1.5%	-6%	4%	0%
COc1ccc2c(CC(=O)NCCN3C(=O)S/C(=C\c4cccnc4)C3=O)coc2c1	2.8	61	0.2%	-5%	0.8%	-6%	0.0%	31%	10%	26%
CCC(=O)c1cn(/C(=C\C(=O)OC(C)(C)C)CCC(OC)OC)cc1CC	-1.5	91	3.6%	-5%	/	/	-2.3%	/	9%	12%
CSCCC(NS(=O)(=O)c1ccc2ccccc2c1)C(=O)O (stereo unspecified)	-1.0	84	-0.1%	-2%	0.2%	4%	0.4%	-3%	4%	-4%
COc1ccc(NC(=O)c2cc(S(=O)(=O)N3CCOCC3)ccc2C)cc1S(=O)(=O)N1CCOCC1	1.4	60	-1.1%	0%	/	/	/	/	-3%	/
O=C(Cc1ccc(Br)cc1)Nc1cccc(Cl)c1	-0.9	85	/	/	-1.0%	-4%	4.5%	-12%	/	-1%
C=CCNC(=O)N1CCC(CO)(Cc2ccc(Cl)cc2)CC1	-0.9	81	0.0%	-2%	-0.3%	-7%	4.1%	-8%	5%	-1%
COc1ccc(CCNC(=O)c2cc3ccccn3n2)c(OC)c1OC	-2.5	89	-1.0%	-2%	0.2%	-1%	0.5%	-10%	12%	5%
OC1(c2cccs2)CN(c2ccc(Br)cc2)C2=[N+]1CCCS2 (stereo unspecified)	-0.5	35	1.2%	-5%	0.3%	-6%	-0.7%	-4%	11%	13%
NC(N)=Nc1nc2ccc(Br)cc2c(=O)[nH]1	-0.8	57	0.5%	9%	0.8%	15%	1.0%	6%	3%	11%
COc1ccc(C)cc1S(=O)(=O)N1CCC(C(=O)NCCC2=CCCCC2)CC1	0.9	57	8.3%	3%	-0.8%	-2%	1.4%	-3%	1%	7%
COC(=O)C1CCN(S(C)(=O)=O)CC1	0.7	78	-0.1%	0%	0.7%	-4%	1.5%	7%	-1%	2%
O=S(=O)(NCC1CN(S(=O)(=O)c2c(F)cccc2F)C1)c1ccc2c(c1)OCCO2	1.5	46	0.3%	-2%	/	/	-0.1%	/	3%	/
O=C(c1cc(Cl)ccc1OCc1ccccc1)N1CCOCC1	0.3	47	1.2%[50 µM]	-3%	-0.7%	7%	0.8%	6%	7%	29%
CCN(Cc1ccccc1)C(=O)COc1cc(=O)n(CC)c2ccccc12	0.6	69	-0.8%	3%	1.8%	-2%	0.6%	-5%	9%	5%
NC(=O)c1cc2ccc(O)cc2oc1=NCc1ccccc1	0.0	79	1.5%	?	2.2%	8%	-0.6%	30%	16%	5%
Brc1ccc(-c2noc3c2-c2nc(C4CCCCC4)sc2CC3)cc1	0.9	95	0.1%	10%	2.6%	/	0.8%	/	-8%	6%
Cc1cc(CNC(=O)C2(C(F)(F)F)C/C(=C\Cc3ccccc3)CCCO2)nn1C (stereo unspecified)	-1.9	95	-0.2%	3%	-0.3%	/	-0.1%	/	1%	14%
Cc1ccc(OCC(O)CN2CCN(CC(O)COC(C)C)CC2)c(C(C)(C)C)c1 (stereo unspecified)	0.9	77	0.1%	-2%	-0.5%	3%	-1.9%	50%	7%	6%
Next entries.
SMILES	NTR1 ag	NTR1 ag cell count 20 µM	UTI89 phage lysis	NS5 inhibitors	West Nile antiviral	SIAH1 antagonists	RSV antiviral HEp-2	AID2073	Rac1 GTP hydrolysis	SV40 large T antigen	others
CC(=O)N1CCCc2cc(S(=O)(=O)N3CCCC(C(=O)Nc4ccc(C)cc4C)C3)ccc21 (stereo unspecified)	-0.5	56	0.1%	-6%	-0.2%	0%	0.8%	-3%	11%	8%
Cc1ccc(C(=O)N/C(=C\c2ccc(-c3ccc(Br)cc3)o2)C(=O)NC2CCS(=O)(=O)C2)cc1 (stereo unspecified)	1.0	64	0.2%	1%	-0.5%	4%	3.6%	35%	-2%	1%
Cc1nc(C)n(CC(=O)c2ccc(Cl)cc2Cl)n1	-0.6	50	-0.2%	-7%	-0.2%	3%	3.6%	1%	14%	6%
N/C(=N\OC(=O)c1cc(-c2ccccc2)nc2ccccc12)c1ccccn1	3.4	76	0.3%	-15%	-0.1%	-4%	-2.0%	-8%	10%	-3%
CCCc1nnc(SCC(=O)Nc2ccc3c(c2)OCCO3)n1CCOC	0.1	44	0.2%	3%	-0.3%	13%	1.5%	-1%	6%	1%
CCOC(=O)N1CCN(c2nnc(-c3ccc(C)cc3)c3ccccc23)CC1	2.1	82	-0.1%	1%	0.3%	3%	2.3%	13%	4%	23%
O=C(COC(=O)c1ccc(O)cc1)NCc1ccc2c(c1)OCO2	-0.4	48	-0.7%	-3%	1.4%	4%	-1.8%	3%	2%	8%
CC(C)(C)OC(=O)C[C@H]1C/C=C\C[C@H](CC(=O)N(CCO)Cc2ccccc2)C(=O)NCCOC1=O	-0.5	64	-0.4%	0%	/	/	/	/	7%	/
CCN(CC)S(=O)(=O)c1ccc(N2CCOCC2)c(NC(=O)CC23CC4CC(CC(Br)(C4)C2)C3)c1	5.5	54	2.1%	-10%	-0.7%	11%	3.3%	-1%	7%	1%

Assay outcomes as filed in PubChem BioAssay.

An unsorted share of the library; any-hit rate near 1.6%.
